Bioassay records: PubChem BioAssay, several laboratories
GlmU inhibition: inhibition of mycobacterial GlmU enzyme – biochemical, glucosamine-1-phosphate acetyltransferase (AID 1376). M. tuberculosis GlmU acetyltransferase enzyme assay; higher % means a stronger effect. inhibition, %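 (tested at 30 µM in the primary screen)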; hits with a dose series show IC50 in µM. hit rate 0.25% among 220,000; in the data active = inhibition above about 13%;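 also: 0% = complete reaction with vehicle and 100% = reaction without substrate; strong numbers were not always called active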
Mtb RmlCD inh: M. tuberculosis RmlC/RmlD coupled enzyme inhibitors, primary screen, biochemical, compound mixtures, 384-well, from 1536-well plates; dTDP-4-dehydrorhamnose reductase (Mycobacterium tuberculosis (strain ATCC 25618 / H37Rv)) …; RmlC+RmlD coupled enzyme assay, percent inhibition; primary screen in compound mixtures; inhibition, % at 3.6 µM; hit rate 0.03% among 160,000; in the data active = inhibition mostly above about 34%, no sharp cut-off; also: some results filed as inactive read as strong as hits
Target sequence (P9WH09 whole entry, looked up): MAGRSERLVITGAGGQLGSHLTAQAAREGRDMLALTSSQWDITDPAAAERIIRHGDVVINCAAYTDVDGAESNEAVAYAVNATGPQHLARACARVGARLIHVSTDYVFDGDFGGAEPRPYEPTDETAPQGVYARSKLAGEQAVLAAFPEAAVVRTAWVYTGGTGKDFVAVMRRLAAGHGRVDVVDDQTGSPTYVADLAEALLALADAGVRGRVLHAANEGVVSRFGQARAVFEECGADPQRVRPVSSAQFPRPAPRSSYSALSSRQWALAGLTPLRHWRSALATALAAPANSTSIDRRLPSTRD
Target sequence (P9WH11 whole entry, looked up): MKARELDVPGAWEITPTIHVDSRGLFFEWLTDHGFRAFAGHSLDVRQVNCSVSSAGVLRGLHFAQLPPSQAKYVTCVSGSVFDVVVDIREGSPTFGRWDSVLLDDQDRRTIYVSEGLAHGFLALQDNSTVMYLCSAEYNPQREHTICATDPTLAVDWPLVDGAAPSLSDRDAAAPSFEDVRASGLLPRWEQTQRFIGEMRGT
* hit, by the source's call. Not all compounds are listed. The share of hits here may be higher or lower than overall.

`O=C1NC(=O)/C(=C\c2ccc(OCc3cccc(C(=O)O)c3)c(Cl)c2)N1` gave GlmU inhibition 1.9% and Mtb RmlCD inh 0.
COc1ccc(CN(C)CC(=O)Nc2c(C)cccc2C)c(OC)c1 was read as GlmU inhibition -0.3%.
COc1ccc(Cc2nnc(NC(=O)C3CCCO3)s2)cc1 (stereo not given) was read as GlmU inhibition -5.2% and Mtb RmlCD inh -3.
Cc1cccc(OCC(O)Cn2c(=N)n(CCN3CCOCC3)c3ccccc32)c1 (stereo not given) was read as GlmU inhibition -2.0%.
For CCOc1ccc(C(=O)Nc2ccc(NC(=O)c3ccco3)c(Cl)c2)cc1Br the results were GlmU inhibition -2.7% and Mtb RmlCD inh 4.
COC(=O)C1=C(c2cc3ccccc3s2)C[C@@H]2CC[C@H]1N2C(=O)NCc1ccc(F)cc1 was read as GlmU inhibition -1.9%.
`Cc1ccc(S(=O)(=O)N(CC(=O)O)Cc2ccccc2F)cc1` gave GlmU inhibition 0.9%.
For O=C(CCn1c(=O)oc2ccccc21)Nc1ccccc1 the results were GlmU inhibition 1.2% and Mtb RmlCD inh 1.
`COC(=O)c1ccc(-n2nnnc2SCc2nn[nH]n2)cc1` gave GlmU inhibition 3.4%.
Screening COc1ccc(C(=O)NCc2nnc(SCCOc3ccccc3)n2C)cc1 returned GlmU inhibition -2.8% and Mtb RmlCD inh 3.
Cc1cccc(C)c1NC1=C(Cl)C(=O)OC1OC(C)C (stereo not given) was read as GlmU inhibition 1.8% and Mtb RmlCD inh -10.
For COc1cccc(-c2c(C#N)c(N)nc3c2c(=O)nc2sccn23)c1 the results were GlmU inhibition 0.3% and Mtb RmlCD inh 3.
Screening Cc1ccc(C)n1-c1nn(S(=O)(=O)c2cccc(C(F)(F)F)c2)c2cccc(F)c12 returned GlmU inhibition 0.5% and Mtb RmlCD inh -1.
`CCOC(=O)N1CCN(C(=O)CN(Cc2ccccc2)S(=O)(=O)c2ccc(OC)c(Cl)c2)CC1` gave GlmU inhibition 7.1% and Mtb RmlCD inh 8.
CC(=O)Nc1ccc(S(=O)(=O)NCCC(=O)OCCN2C(=O)c3ccccc3C2=O)cc1 was read as GlmU inhibition 1.1% and Mtb RmlCD inh 22.
For CCOc1cc(CNCCc2ccc(S(N)(=O)=O)cc2)ccc1OCc1ccccc1 the results were GlmU inhibition -6.6%.
CC1CC(=O)N(c2ccc(NCc3ccccc3Cl)c([N+](=O)[O-])c2)C1=O (stereo not given) was read as GlmU inhibition -0.1% and Mtb RmlCD inh -1.
CCC(C)(NC(=O)c1ccc(=O)[nH]c1)C(=O)NC1CCCC1 (stereo not given) was read as GlmU inhibition -1.9% and Mtb RmlCD inh 10.
O=C(c1cnn2c(C(F)F)cc(-c3ccccc3)nc12)N1CCc2ccccc21 was read as GlmU inhibition -1.9% and Mtb RmlCD inh 7.
`CCOC(=O)c1sc(NC(=O)c2cccnc2)nc1C` gave GlmU inhibition -2.5% and Mtb RmlCD inh -12.
For N#Cc1c(SCc2cccc(Cl)c2)sc(C(=O)c2ccccc2)c1N the results were GlmU inhibition 2.1% and Mtb RmlCD inh 1.
`CC(C)CNS(=O)(=O)c1ccc(OCC(=O)NCc2ccco2)cc1` gave GlmU inhibition 1.4% and Mtb RmlCD inh -7.
CCOC(=O)/C(C#N)=C1/C=CNC(=O)N1 was read as GlmU inhibition 4.1% and Mtb RmlCD inh -6.
`CN(C)C(=C(C#N)C#N)N1CCN(c2ccc(Cl)cc2)CC1` gave GlmU inhibition 0.7% and Mtb RmlCD inh 9.
For Fc1ccccc1-n1cn[nH]c1=S the results were GlmU inhibition 0.8%.
For CCc1ccc(NC(=O)c2c(Cl)nc(C)c(Cl)c2C)cc1 the results were GlmU inhibition 1.3% and Mtb RmlCD inh -10.
Screening CC(C)Oc1ccc(/C=N/NC(=O)C(CSCc2ccccc2)NC(=O)c2ccc([N+](=O)[O-])cc2)cc1 (stereo not given) returned GlmU inhibition -2.3%.
`O=C(CSc1nc(Cc2ccccc2)nc2ccccc12)Nc1ccc2c(c1)OCCO2` gave GlmU inhibition -2.2%.
`Cc1c(O)ccc(/C(Cc2ccc3ccccc3n2)=N\O)c1O` gave GlmU inhibition -2.2% and Mtb RmlCD inh 8.
Screening COc1ccccc1NC(=O)COC(=O)/C=C/c1ccccc1[N+](=O)[O-] returned GlmU inhibition -2.7%.
For CCCCOC(=O)CSC(=S)N(C)Cc1cccs1 the results were GlmU inhibition 4.5% and Mtb RmlCD inh 5.
COc1ccc(/C=C2/N=C3CCCCCN3C2=O)cc1 was read as GlmU inhibition 7.0% and Mtb RmlCD inh -9.
CC1=C(C(=O)OC(C)C)[C@@H](c2ccc(C)o2)NC(=O)N1 was read as GlmU inhibition 3.0%.
O=C1CC(NC23CC4CC(CC(C4)C2)C3)C(=O)N1c1ccc2c(c1)OCO2 (stereo not given) was read as GlmU inhibition -1.8% and Mtb RmlCD inh -6.
CCCCNc1nc(CC)c2c(c1C#N)CCCC2 was read as GlmU inhibition -7.3%.
For O=C1c2cccc3cccc(c23)C(=O)N1Nc1ccccc1 the results were GlmU inhibition 7.1% and Mtb RmlCD inh -7.
For CCOCCN1CCN(c2c(C)c(C)nc3cc(-c4cc(OC)cc(OC)c4)nn23)CC1 the results were GlmU inhibition 1.6%.
For Cc1oc(-c2ccccc2F)nc1CS(=O)(=O)CC(=O)NCCCN1CCc2ccccc2C1 the results were GlmU inhibition 2.1% and Mtb RmlCD inh 4.
Screening Cc1nc2ccc(NC(=O)C(F)(F)F)cc2o1 returned GlmU inhibition 0.8% and Mtb RmlCD inh 28.
COc1ccccc1-c1cc(C(F)(F)F)nc(N2CCCCC2)n1 was read as GlmU inhibition 5.7% and Mtb RmlCD inh 8.
`O=C1c2ccccc2C(=O)N1CCc1nc2ccccc2c(=O)n1CCCn1ccnc1` gave GlmU inhibition -2.3%.
For COc1ccc(/C(O)=C2/C(=O)C(=O)N(Cc3ccco3)C2c2cccs2)cc1 (stereo not given) the results were GlmU inhibition 4.4%.
Screening COc1ccc(/C=C2/S/C(=N/S(=O)(=O)Cc3ccccc3)NC2=O)cc1OC returned GlmU inhibition 12% and Mtb RmlCD inh 66.
Screening N#Cc1c(N2CCCC2)ccc(Br)c1Cl returned GlmU inhibition -2.3% and Mtb RmlCD inh 30.
Cc1nn2c3ccccc3n(Cc3ccccc3)c2nc1=O was read as GlmU inhibition 5.8%.

13 compounds from above, arranged by length of the SMILES, low to high:
Screening N#Cc1c(N2CCCC2)ccc(Br)c1Cl returned GlmU inhibition -2.3% and Mtb RmlCD inh 30.
`CCOC(=O)c1sc(NC(=O)c2cccnc2)nc1C` gave GlmU inhibition -2.5% and Mtb RmlCD inh -12.
For O=C(CCn1c(=O)oc2ccccc21)Nc1ccccc1 the results were GlmU inhibition 1.2% and Mtb RmlCD inh 1.
COc1ccc(Cc2nnc(NC(=O)C3CCCO3)s2)cc1 (stereo not given) was read as GlmU inhibition -5.2% and Mtb RmlCD inh -3.
For O=C1c2cccc3cccc(c23)C(=O)N1Nc1ccccc1 the results were GlmU inhibition 7.1% and Mtb RmlCD inh -7.
`CN(C)C(=C(C#N)C#N)N1CCN(c2ccc(Cl)cc2)CC1` gave GlmU inhibition 0.7% and Mtb RmlCD inh 9.
CCC(C)(NC(=O)c1ccc(=O)[nH]c1)C(=O)NC1CCCC1 (stereo not given) was read as GlmU inhibition -1.9% and Mtb RmlCD inh 10.
For COc1cccc(-c2c(C#N)c(N)nc3c2c(=O)nc2sccn23)c1 the results were GlmU inhibition 0.3% and Mtb RmlCD inh 3.
Cc1cccc(OCC(O)Cn2c(=N)n(CCN3CCOCC3)c3ccccc32)c1 (stereo not given) was read as GlmU inhibition -2.0%.
Screening COc1ccccc1NC(=O)COC(=O)/C=C/c1ccccc1[N+](=O)[O-] returned GlmU inhibition -2.7%.
`O=C1NC(=O)/C(=C\c2ccc(OCc3cccc(C(=O)O)c3)c(Cl)c2)N1` gave GlmU inhibition 1.9% and Mtb RmlCD inh 0.
CC1CC(=O)N(c2ccc(NCc3ccccc3Cl)c([N+](=O)[O-])c2)C1=O (stereo not given) was read as GlmU inhibition -0.1% and Mtb RmlCD inh -1.
For CCOCCN1CCN(c2c(C)c(C)nc3cc(-c4cc(OC)cc(OC)c4)nn23)CC1 the results were GlmU inhibition 1.6%.

Next compounds:
`CC(C)Cc1nc2sc3c(c2c(=O)n1N)CC(C(C)C)OC3` (stereo not given) gave GlmU inhibition -2.9% and Mtb RmlCD inh 4.
Cc1cccc(C)c1N=Cc1c(O)n(-c2nccs2)c(=O)c2ccccc12 was read as GlmU inhibition 0.6% and Mtb RmlCD inh -3.
Screening CC(C)Sc1nnc([C@@H]2CCCN2C(=O)OC(C)(C)C)o1 returned GlmU inhibition 1.8% and Mtb RmlCD inh 108.
For CCOC(=O)CSC1=C(C#N)C(c2ccccc2C)C2=C(CCCC2=O)N1 (stereo not given) the results were GlmU inhibition -3.5%.
`CCOc1ccc(/C=N/NC(=O)c2csc(C)c2C)c(OCC)c1` gave GlmU inhibition -9.2% and Mtb RmlCD inh 43.
`O=C(N/N=C/c1cccc2cccnc12)c1ccccc1O` gave GlmU inhibition 1.0% and Mtb RmlCD inh -5.
`Nc1ncnc2nc(SCCOc3ccc(Cl)cc3)[nH]c12` gave GlmU inhibition 3.4% and Mtb RmlCD inh -10.
For CC(C)(C)c1cc(NC(=O)c2cccc(S(=O)(=O)N3CCOCC3)c2)no1 the results were GlmU inhibition -0.9% and Mtb RmlCD inh -2.
For COc1cccc(N(CC(=O)NCc2ccco2)C(=O)CCC(=O)Nc2nccs2)c1 the results were GlmU inhibition 2.5% and Mtb RmlCD inh 0.
`CCOc1ccccc1NC(=O)CN1CCC(NC(=O)c2ccccc2C)CC1` gave GlmU inhibition 9.7% and Mtb RmlCD inh -5.
Cc1nc2ncnn2c(C)c1CCC(=O)O was read as GlmU inhibition -1.6%.
For CC(=O)N(c1ccc(Cl)cc1)c1nc(C)cc(C)c1C#N the results were GlmU inhibition 1.5% and Mtb RmlCD inh 9.
`Cc1ccc(C(C[N+](=O)[O-])c2c(C)[nH]n(-c3ccccc3)c2=O)cc1` (stereo not given) gave GlmU inhibition -3.6% and Mtb RmlCD inh 5.
Screening CCc1nnc(NC(=O)Cc2c[nH]c3ccccc23)s1 returned GlmU inhibition -4.7% and Mtb RmlCD inh 8.
For Oc1[nH]c2ccccc2c1N=NC(=S)NCC1CCCO1 (stereo not given) the results were GlmU inhibition 1.8% and Mtb RmlCD inh 15.
`O=C(CN(Cc1ccc(Cl)c(Cl)c1)S(=O)(=O)c1ccccc1)N/N=C\c1ccc2c(c1)OCO2` gave GlmU inhibition 5.8%.
`CNC(=O)c1ccc(=O)n(Cc2cccc(C(F)(F)F)c2)c1` gave GlmU inhibition 0.9% and Mtb RmlCD inh -4.
For Cc1c(C)c2cc(Cl)c(O)c(CN3CCCCC3)c2oc1=O the results were GlmU inhibition -0.6% and Mtb RmlCD inh -5.
`COc1cc(/C=C(\C#N)C(=O)NCC2CCCO2)cc(OC)c1OC` (stereo not given) gave GlmU inhibition -4.5% and Mtb RmlCD inh 8.
For COc1ccc(OC)c(Cc2nnc(CCC(=O)N3CCCCC3c3nccs3)o2)c1 (stereo not given) the results were GlmU inhibition 2.6% and Mtb RmlCD inh -9.
`COc1ccc(C2=NOC(c3nnc(-c4ccccc4)o3)C2)cc1` (stereo not given) gave GlmU inhibition 2.6%.
Screening CC(/C=N/NC(=O)NC1CCCCC1)=C\c1ccccc1 returned GlmU inhibition -7.1% and Mtb RmlCD inh -2.
O=C(N/N=C/c1cn(CC(=O)N2CCOCC2)c2ccccc12)c1cccnc1 was read as GlmU inhibition -7.6% and Mtb RmlCD inh -9.
`Nc1ccc(S(=O)(=O)c2ccc(N)cc2)cc1` gave GlmU inhibition -1.3%.
For CS(=O)(=O)N1CCc2cc(C(=O)N3CCCCC3)ccc21 the results were GlmU inhibition -3.0% and Mtb RmlCD inh 8.
Screening CCCCCCCc1nn2c(=O)cc(O)nc2s1 returned GlmU inhibition 7.2% and Mtb RmlCD inh 6.
Screening COc1ccc(-c2nc(-c3ccccc3)c(-c3cccs3)[nH]2)cc1OC returned GlmU inhibition 4.9% and Mtb RmlCD inh 11.
COc1ccc(NC(=O)Nc2nnc(CC(=O)NCc3ccccc3)s2)cc1 was read as GlmU inhibition -2.0% and Mtb RmlCD inh -15.
CC(=O)Nc1ccccc1OCC(=O)N(Cc1ccccc1)C(C)C was read as GlmU inhibition 6.6%.
`NS(=O)(=O)c1ccc(-c2ccc(/C=N/NC(=O)c3ccccc3O)o2)cc1` gave GlmU inhibition -2.5% and Mtb RmlCD inh 30.
Screening C/C(=N/NC(=O)CN1CCN(Cc2ccccc2Cl)CC1)c1cccs1 returned GlmU inhibition 1.3% and Mtb RmlCD inh 15.
`CCN(CC)CCNC(=O)Cn1c(C)cc2ccccc2c1=O` gave GlmU inhibition -6.2% and Mtb RmlCD inh 6.
`COc1cc(/C=N/NC(=O)C(Cc2c[nH]c3ccccc23)NC(=O)OCC(C)C)cc([N+](=O)[O-])c1OCc1ccccc1` (stereo not given) gave GlmU inhibition 7.5% and Mtb RmlCD inh -9.
O=C(O)c1cccc(Nc2ncnc3c2cnn3-c2ccccc2)c1 was read as GlmU inhibition 1.9%.
Cc1ccc(-c2nc(C)sc2CC(=O)OCC(=O)Nc2c(F)cccc2F)cc1 was read as GlmU inhibition -1.7% and Mtb RmlCD inh -7.
`CCc1ccc(NC(=O)c2cnn3ccccc23)cc1` gave GlmU inhibition 2.6% and Mtb RmlCD inh -14.
`C1CCCCCC2(CCCCC1)OCC(CN1CCOCC1)O2` (stereo not given) gave GlmU inhibition -0.5% and Mtb RmlCD inh 5.
COc1ccc(OC)c(NC(=O)C2CCCN(S(=O)(=O)c3c(C)noc3C)C2)c1 (stereo not given) was read as GlmU inhibition -2.5% and Mtb RmlCD inh 1.
